FXIa mix inh: blocks human factor XIa in pooled compound mixtures; purified FXIa, fluorogenic substrate; inhibition, % at 5 µM; 62,000 tested, 0.19% active; AID 680;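 note: each value is inhibition by a whole ten-compound pool holding the compound; 0% = enzyme with no mixture and 100% = wells lacking enzyme; strong numbers were not always called active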
CatB mixtures: human cathepsin B inhibition by mixtures | P07858 | Purified cathepsin B, AMC dipeptide fluorescence, compound mixtures | inhibition, %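 (ten-compound pools at 5 µM per compound and 50 µM total)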 | 62,000 tested, 0.06% active | AID 488; in the data active = inhibition above about 22%, passing the limit was not always enough;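 note: 0% = enzyme without compound and 100% = no enzyme blank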
Abs 340nm: absorbance at 340 nm; 65,000 tested, under 10 active; compound absorbance at 340 nm, fold over control; fold change at 10 µM; AID 708;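 active = at 10 µM dose, initial 340 nm absorbance at least 2 fold that of control wells; inactive = change under 2 fold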;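 note: initial absorbance extrapolated from kinetic A340 decline of NADH oxidation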
CatS inh: inhibitors of human cathepsin S; AID 501; P25774; 62,000 tested, 0.06% active; recombinant cathepsin S, AMC dipeptide fluorescence, pooled mixtures; inhibition, %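 (tested at 5 µM per compound within 10-compound mixtures)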; in the data active = inhibition above about 32%, passing the limit was not always enough;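 note: 0% = enzyme without compound and 100% = blank without enzyme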
Target sequence (P25774 115-331 limits assumed): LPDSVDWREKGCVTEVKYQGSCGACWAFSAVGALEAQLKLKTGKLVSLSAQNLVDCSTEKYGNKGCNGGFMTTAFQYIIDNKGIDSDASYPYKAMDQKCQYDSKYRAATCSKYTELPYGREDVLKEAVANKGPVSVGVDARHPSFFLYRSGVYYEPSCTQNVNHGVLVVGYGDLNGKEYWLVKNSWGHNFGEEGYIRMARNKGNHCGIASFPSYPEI
CatL inh: blocks human cathepsin L protease activity; P07711; purified cathepsin L, fluorogenic substrate, fluorescence; inhibition, %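 (tested at 10 µM)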; 58,000 tested, 0.17% active; in the data active = inhibition above about 45%;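 note: 0% = enzyme with no compound and 100% = no enzyme blank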
CatB inh: inhibitors of human cathepsin B. P07858. AID 453. purified cathepsin B, fluorogenic substrate, fluorescence. inhibition, %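 (tested at 10 µM)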. 63,000 tested, 0.1% active; in the data active = inhibition above about 21%;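 note: 0% = enzyme with no compound and 100% = no enzyme blank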
FXIIa mix inh: inhibitors of human coagulation factor XIIa, pooled mixtures | inhibition, % at 5 µM | purified FXIIa, fluorogenic substrate | P00748 | 62,000 tested, 0.2% active;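 note: 0% = enzyme without compound and 100% = no enzyme blank; some results filed as inactive read as strong as hits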
Target sequence (P00748 20-372 limits assumed): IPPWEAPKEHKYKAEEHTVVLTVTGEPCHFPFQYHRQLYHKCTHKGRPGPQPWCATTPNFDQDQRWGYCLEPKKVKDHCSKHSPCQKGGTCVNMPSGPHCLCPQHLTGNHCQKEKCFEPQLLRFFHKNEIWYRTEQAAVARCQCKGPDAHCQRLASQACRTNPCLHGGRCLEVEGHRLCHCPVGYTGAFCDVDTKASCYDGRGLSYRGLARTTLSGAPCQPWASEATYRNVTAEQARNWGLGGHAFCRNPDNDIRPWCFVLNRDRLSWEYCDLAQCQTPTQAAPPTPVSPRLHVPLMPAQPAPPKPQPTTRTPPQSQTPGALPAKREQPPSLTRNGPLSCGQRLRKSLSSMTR
Target sequence (P00748 373-615 limits assumed): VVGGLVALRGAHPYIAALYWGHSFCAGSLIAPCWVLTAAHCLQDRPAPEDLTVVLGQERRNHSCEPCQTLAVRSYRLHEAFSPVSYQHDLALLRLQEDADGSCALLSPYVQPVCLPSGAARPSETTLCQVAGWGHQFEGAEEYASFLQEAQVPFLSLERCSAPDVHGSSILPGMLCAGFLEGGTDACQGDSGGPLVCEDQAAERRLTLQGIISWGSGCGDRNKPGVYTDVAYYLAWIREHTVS
CatG inh: blocks human cathepsin G enzyme activity; P08311; purified enzyme, AMC-tetrapeptide fluorescence, pooled mixtures; inhibition, % at 5 µM (by protocol); 62,000 tested, 0.2% active;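 active = inhibition above 20% in each of the two mixture wells holding the compound; inactive = inhibition of 20% or less in either well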;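 note: 0% = enzyme control without mixture and 100% = blank lacking enzyme; strong numbers were not always called active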
C1s block: blocks human complement C1s protease activity; P09871; purified C1s, fluorogenic AMC substrate, pooled mixtures; mean inhibition % of two 10-compound mixtures (hits give high values), % at 5 µM (by protocol); 62,000 tested, 0.16% active; AID 538;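 active = inhibition above 20% in each of the two 10-compound mixture wells holding the compound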;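 note: 0% = enzyme wells lacking compound mixture and 100% = no-enzyme blank wells; some compounds called inactive have numbers as strong as hits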
An asterisk follows results filed as active; x = no result given. Cut-off read from the data, not from the text of the source, unless noted: active = inhibition above about 20% (passing the limit was not always enough); inactive = the rest. A portion of the library (hit frequency here may not be typical).

FXIa mix inh	CatB mixtures	Abs 340nm	CatS inh	CatL inh	CatB inh	FXIIa mix inh	Compound	CatG inh	C1s block
5.8	1.2	0.99	0.8	-7.0	-2.6	-6.2	O=C(CSc1nc2ccsc2c(=O)n1NC(=O)c1ccccc1)NCc1ccco1	-1.6	-21.3
6.2	2.7	1.03	-2.1	-17.9	-0.9	4.0	Cc1cc(NC(=O)CC23CC4CC(C2)CC(CC(=O)Nc2cc(C)on2)(C4)C3)no1	10.5	14.7
-6.5	1.3	0.96	0.0	7.5	6.0	5.5	OC(COCC1COc2ccccc2O1)CN1CCN(c2ccccn2)CC1 (stereo not given)	1.5	-63.0
-1.0	-1.3	1.02	7.8	0.7	-2.3	3.4	O=C(CSc1nnc(-c2ccccc2Cl)o1)N1CCCCC1	5.2	11.9
-0.7	1.3	1.04	-0.9	-1.8	2.4	7.7	COc1cc2c(=O)n(CCCN3CCOCC3)c(=S)[nH]c2c(OC)c1OC	9.2	2.4
6.1	1.6	1.12	11.2	x	3.3	6.8	O=C1C(=O)N(CCO)C(c2ccccc2)/C1=C(\O)c1ccccc1 (stereo not given)	8.0	15.1
2.3	-2.2	1.08	-6.8	-5.4	-0.9	6.5	CCOc1ccc(S(=O)(=O)N(CC(=O)O)c2ccccc2)cc1	-11.0	-11.4
-8.3	-5.6	1.11	-11.8	x	3.6	4.9	CC(C)CCNC(=O)c1cnn2c(C(F)(F)F)cc(-c3ccco3)nc12	-9.3	-100.2
7.0	0.9	1.02	-6.2	2.0	0.7	7.1	O=S(=O)(CCN(CCS(=O)(=O)C(F)(F)F)CC1CCCO1)C(F)(F)F (stereo not given)	0.1	-5.4
2.6	-3.5	1.01	-6.5	8.5	3.2	12.5	Cc1cc(C)n(CC2CC(=O)N(c3ccc(C)c(Cl)c3)C2=O)n1 (stereo not given)	-9.9	-40.3

Continued, starting with the last 3 of the part before.
FXIa mix inh	CatB mixtures	Abs 340nm	CatS inh	CatL inh	CatB inh	FXIIa mix inh	Compound	CatG inh	C1s block
-8.3	-5.6	1.11	-11.8	x	3.6	4.9	CC(C)CCNC(=O)c1cnn2c(C(F)(F)F)cc(-c3ccco3)nc12	-9.3	-100.2
7.0	0.9	1.02	-6.2	2.0	0.7	7.1	O=S(=O)(CCN(CCS(=O)(=O)C(F)(F)F)CC1CCCO1)C(F)(F)F (stereo not given)	0.1	-5.4
2.6	-3.5	1.01	-6.5	8.5	3.2	12.5	Cc1cc(C)n(CC2CC(=O)N(c3ccc(C)c(Cl)c3)C2=O)n1 (stereo not given)	-9.9	-40.3
7.8	9.1	1.01	10.3	11.6	-0.1	-1.3	CNC(=O)OC(C)CNS(=O)(=O)c1ccc(C)cc1 (stereo not given)	7.1	9.7
-2.1	6.1	1	-14.1	-57.4	3.1	-1.9	CCCn1nc(NC(=O)c2cccs2)c2cc3cc(OC)ccc3nc21	5.7	-20.2
4.8	3.3	0.98	-1.4	-2.4	2.7	6.8	Cc1cccc(NC(=O)CC(C)(C)C)c1	-1.9	13.7
-1.7	-5.3	1	1.2	-2.1	0.8	16.7	O=C(COc1ccccc1)Nc1ccc(S(=O)(=O)NCc2ccco2)cc1	11.4	3.6
0.3	0.5	1.04	10.2	26.1	2.2	-2.4	COc1ccc(CCNC(=O)C(C)OC(=O)c2ccco2)cc1OC (stereo not given)	-8.3	-13.2
6.7	-3.9	1.01	-12.3	4.3	3.3	-0.4	C=CCNC(=O)C1CC(=O)N(c2ccc(OCC(=O)Nc3ccc(OC)cc3)cc2)C1 (stereo not given)	2.5	-1.6
4.0	-0.5	1.01	4.6	20.3	0.0	8.7	CC1=C(C(=O)Nc2ccccc2)C(c2ccco2)n2ncnc2N1 (stereo not given)	6.7	2.9
14.8	14.1	1	-4.8	x	3.2	-5.4	CCCCCOc1ccc(C(=O)NC(CCC)C(=O)O)cc1 (stereo not given)	-0.1	3.7
17.6	18.4	1.15	7.4	-12.7	-0.3	2.3	COC(=O)c1[nH]c(C)c(/C(O)=C2\C(=O)C(=O)N(CCN(C)C)C2c2cccc(OC)c2OC)c1C (stereo not given)	18.3	7.1
5.1	-4.6	1.06	-5.8	-5.9	0.7	10.9	Cc1ccc(NC(=O)CN(C)S(=O)(=O)c2cccc3nsnc23)cc1	-1.6	-18.2

(further entries)
FXIa mix inh	CatB mixtures	Abs 340nm	CatS inh	CatL inh	CatB inh	FXIIa mix inh	Compound	CatG inh	C1s block
5.4	-0.1	1.03	10.8	21.1	4.5	14.2	O=C(NCCc1csc(-c2cccnc2)n1)c1cccs1	8.1	15.2
9.6	1.9	1.05	7.5	5.6	-1.0	17.2	COc1ccc2c(c1)C(=O)CC(c1ccccc1F)O2 (stereo not given)	9.5	10.7
-0.2	-1.0	1.06	0.0	11.9	0.1	14.9	COc1ccc(NS(=O)(=O)c2ccc(O)c(C(=O)OCC(=O)N3CC(C)OC(C)C3)c2)cc1 (stereo not given)	8.1	-1.6
1.9	-1.1	1	5.2	-1.4	0.5	-0.3	O=c1c2ccccc2nnn1CSc1nnc(Nc2ccccc2)s1	0.5	-9.6
3.0	3.9	0.99	5.1	-1.4	4.8	3.4	Cn1c(C(C#N)C(=O)Cc2cccc3ccccc23)nc2ccccc21 (stereo not given)	-0.4	-15.2
4.6	2.6	0.99	-1.8	14.3	5.1	6.8	CC(CN1c2ccccc2Sc2ccccc21)N(C)C (stereo not given)	6.9	10.8
9.1	3.0	1.04	2.4	1.4	3.5	-19.3	Cc1cc(NC(=O)c2cnn3cccnc23)n(-c2ccccc2)n1	9.0	4.3
6.0	0.3	1	9.5	44.1	5.1	-2.0	Cc1ccc(C(=O)Cn2nnc(-c3ccccc3-n3cnnn3)n2)cc1	4.4	16.7
6.8	7.1	1.03	-5.2	9.3	-1.4	11.7	COc1ccc2nc(NC(=O)Cn3cnc4c(=O)n(C)c(=O)n(C)c43)sc2c1	3.2	0.6
1.4	1.6	1.05	8.0	-1.6	2.9	0.8	N#CC1=C(SCC(=O)NC2CC2)NC(=O)C(C#N)C12CCCCC2 (stereo not given)	-9.6	23.7

Next section:
FXIa mix inh	CatB mixtures	Abs 340nm	CatS inh	CatL inh	CatB inh	FXIIa mix inh	Compound	CatG inh	C1s block
-0.7	45.3	1	x	16.8	8.0	1.6	COC(=O)Oc1c(Br)c(=O)oc2ccccc12	-2.9	-19.6
9.3	-3.6	1.06	-0.7	-12.2	-4.0	-17.2	COc1ccc(NC(C)=O)cc1NC(=O)CSc1nnc(-c2ccccc2)n1N	1.6	1.0
18.6	2.2	1.01	1.9	5.1	-0.2	5.4	CCn1c(CCNC(=O)c2cccs2)nnc1SCC(=O)c1ccc(OC)cc1	-6.4	-2.6
3.7	0.4	1.01	-0.1	-10.7	4.5	2.4	CC1(C)Cc2ccccc2-c2nnc(SCC(=O)N3CCc4ccccc43)n21	-4.0	1.2
3.7	0.8	1.1	-2.2	-4.3	-3.4	16.0	c1cnc(N2CCN(c3nc4ccccc4n4cnnc34)CC2)nc1	3.6	1.6
-11.8	-6.1	1	4.3	14.8	4.0	-16.2	Cc1cc(N2CCC(C(=O)NC3CCCCC3)CC2)nc(-c2ccccc2)n1	-3.3	-33.1
9.3	7.0	1.04	-2.4	-3.6	-4.1	13.2	CN1c2ccccc2C(C)(C)C12C=Cc1cc(O)ccc1O2 (stereo not given)	13.8	19.6
5.5	-0.9	1.01	-6.3	-1.4	0.6	2.5	CCCCCc1c(C)nc(Nc2ccc(F)cc2)[nH]c1=O	11.5	10.4
5.6	2.4	1.01	7.6	1.6	2.6	-0.7	Cc1ccc(C2c3sc(=O)[nH]c3SC3C(=O)NC(=O)C32)cc1 (stereo not given)	8.5	4.0
5.5	1.4	1.01	13.5	-0.7	3.3	-14.3	FC(F)(F)c1cc(-c2ccco2)nc(NCc2ccco2)n1	8.4	-0.7

Additional structures.
FXIa mix inh	CatB mixtures	Abs 340nm	CatS inh	CatL inh	CatB inh	FXIIa mix inh	Compound	CatG inh	C1s block
1.8	-8.0	1	-7.2	-0.5	-2.5	-2.0	CC(=O)c1cccc(NC(=O)CN2C(=O)COc3ccc(Cl)cc32)c1	-4.6	-10.8
8.6	0.6	1.04	-2.1	1.5	1.8	1.7	CC(C(=O)O)C1SC(=O)NC1=O (stereo not given)	6.8	9.0
2.3	1.8	1.03	3.8	15.3	3.8	4.6	COC(=O)C(C(=O)OC)N1C(=O)CCC1=O	-1.3	5.2
-5.7	-3.3	1.02	2.7	-8.1	-2.3	0.6	Cc1cc(C)c2c(n1)nn1c(N3CCN(c4ccccn4)CC3)cc(C)nc21	7.5	-9.3
8.4	-0.2	0.99	6.3	9.2	-1.8	3.5	O=C(C1CCCO1)N1CCN(Cc2nc3ccccc3c(=O)[nH]2)CC1 (stereo not given)	26.8	3.3
5.8	1.8	1.08	-6.4	4.7	0.8	-1.5	CCC(C)(C)n1nnnc1C(c1cc2cc(C)cc(C)c2[nH]c1=O)N1CCCC1 (stereo not given)	6.0	-22.7
6.0	0.5	1.05	-9.0	-2.8	0.1	12.7	O=C1c2ccccc2S(=O)(=O)N1Cc1cc(=O)n2ccsc2n1	-5.5	-0.4
1.1	1.6	1.03	-1.0	-7.2	0.3	4.7	CCCC(=O)Nc1ccc(NC(=O)c2ccccn2)cn1	7.0	-0.1
-4.0	5.0	0.98	-3.7	-5.9	6.4	7.8	CC1(C)CC(=O)C(C=NCc2ccc3c(c2)OCO3)=C(O)C1	7.6	-11.5
11.6	-4.4	1.05	-27.2	-3.8	-2.0	6.8	CCOC(=O)Cc1csc(NC(=O)c2ccc(S(=O)(=O)N3CCCCC3)cc2)n1	-27.9	-168.4

(next part)
FXIa mix inh	CatB mixtures	Abs 340nm	CatS inh	CatL inh	CatB inh	FXIIa mix inh	Compound	CatG inh	C1s block
4.6	4.0	1.04	-12.4	-3.2	-7.1	1.3	Cc1nnc(SCCN2CCOCC2)n1-c1cccc(Cl)c1	-3.7	-12.1
0.9	-9.1	0.98	-2.5	0.6	1.6	7.8	N#Cc1c(N2C(=O)C3C4C=CC(C4)C3C2=O)sc2c1CCC2 (stereo not given)	10.5	2.0
-4.3	0.6	1.04	8.1	12.0	4.8	7.2	CN(C(=O)C1CCCO1)c1nnc(-c2cnccn2)s1 (stereo not given)	3.8	-20.4
12.7	5.6	1.06	7.7	7.5	-3.0	8.9	O=C(CSc1nnc(CNC(=O)c2c(F)cccc2Cl)o1)Nc1ccccc1	0.1	-9.1
9.8	-0.4	1.02	7.7	2.9	-1.5	1.6	COCCOc1nc2ccccc2nc1C	1.4	-27.4
1.4	2.5	1.03	4.6	11.4	8.0	-23.1	COc1ccc(-c2nnn(CC(=O)c3c[nH]c4ccccc34)n2)cc1OC	8.1	4.3
